# IMP-1 inhibitor = IMP-1 metallo-beta-lactamase inhibitors, primary screen, biochemical, epi-absorbance readout, Pseudomonas aeruginosa enzyme | 290,000 tested, 0.45% active | metallo-beta-lactamase IMP-1 (Pseudomonas aeruginosa) | purified IMP-1, nitrocefin hydrolysis, epi-absorbance fluorescence | inhibition, % at 5.6 µM;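 active = inhibition above the mean plus 3 SD of all compounds in the same screening run, cut at about 4.5% in these data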;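 also: 0% = IMP-1 with DMSO and 100% = DMSO wells lacking enzyme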
#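 System: Purified IMP-1 | Read-out basis: Percent enzyme inhibition | Controls: IMP-1 with DMSO as 0%, enzyme-free DMSO as 100% | Replicates: One well per compound | Doses: 5.6 µM nominal single concentration | Detection: Epi-absorbance fluorescence, 480 nm excitation, 530 nm emission | Incubation: 25 °C, 15 min preincubation, 25 min reaction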
# VIM-2 inhibitor = VIM-2 metallo-beta-lactamase inhibitors, primary screen, biochemical, epi-absorbance readout, Pseudomonas aeruginosa enzyme; purified VIM-2, nitrocefin hydrolysis, epi-absorbance fluorescence; inhibition, % at 5.6 µM; 290,000 tested, 0.89% active; AID 1527, 2009;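 active = inhibition above the mean of all tested compounds plus 3 SD, cutoff set per screening run, cut at about 7.5% in these data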;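 also: red hydrolysis product quenches plate fluorescence so inhibitors raise well fluorescence; 0% = enzyme with DMSO and 100% = DMSO without enzyme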
# NALP1 inh = NALP1 inflammasome inhibitors in reconstituted yeast, colorimetric, S. cerevisiae, triplicate retest; S. cerevisiae NALP1/ASC/caspase-1 growth, X-gal OD620, 72 h; inhibition, % at 10 µM; 280,000 tested, 0.61% active; AID 2071, 2009; in the data active = inhibition mostly above about 24%, no sharp cut-off; inactive = mostly below about 32%; also: some compounds called inactive have numbers as strong as hits
# PfM18AAP inh = PfM18AAP inhibitors, malaria aminopeptidase, primary screen, biochemical, QFRET, recombinant enzyme; M18 aspartyl aminopeptidase (Plasmodium falciparum 3D7); H-Glu-NHMec fluorogenic cleavage; inhibition, % at 7.35 µM; 290,000 tested, 1.2% active; AID 1822, 2009;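 active = inhibition above the campaign mean inhibition over all tested compounds plus 3 SD, cut at about 28% in these data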;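 also: 0% = plate median of test compound wells and 100% = 2 mM ZnCl2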
# GPR7 antag = GPR7 receptor antagonists, primary screen, cell-based, fluorescence, single concentration; Neuropeptides B/W receptor type 1 (Homo sapiens), P48145; GPR7-expressing cells, fluorescence antagonist assay; inhibition, % at 4.4 µM; 290,000 tested, 1.1% active; AID 1861, 2009; in the data active = inhibition above about 16%, passing the limit was not always enough;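 also: cells stimulated with the agonist NPW; 0% = agonist with vehicle and 100% = vehicle without agonist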
# Target sequence (P48145 whole entry, looked up): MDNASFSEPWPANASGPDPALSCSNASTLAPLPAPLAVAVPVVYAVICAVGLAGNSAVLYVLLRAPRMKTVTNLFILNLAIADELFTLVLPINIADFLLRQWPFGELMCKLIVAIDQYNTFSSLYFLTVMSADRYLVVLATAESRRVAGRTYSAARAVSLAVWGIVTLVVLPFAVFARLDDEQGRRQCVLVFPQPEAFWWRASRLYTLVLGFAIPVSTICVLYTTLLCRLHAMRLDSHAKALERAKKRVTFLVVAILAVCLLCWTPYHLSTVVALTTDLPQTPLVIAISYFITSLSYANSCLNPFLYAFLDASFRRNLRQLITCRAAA
# IDE inh = human IDE inhibitors in live cells, primary screen, fluorescence polarization, HEK cells, FAbetaB substrate; Insulin-degrading enzyme (Homo sapiens), P14735; FAbetaB cleavage; inhibition, % at 5.59 µM; 320,000 tested, 0.41% active;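 active = percent inhibition above the average of all tested compounds plus 3 SD, set per screening campaign, cut at about 16% in these data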;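 also: IDE supplied by intact live HEK cells; FP after avidin binding of uncleaved biotin substrate so inhibition keeps polarization high; 0% = DMSO wells and 100% = 60 µM reference IDE inhibitor Ii1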
# IDE act = human IDE activators in live cells, primary screen, fluorescence polarization, HEK cells, FAbeta-B substrate | activation, % at 5.96 µM | FAbeta-B cleavage; 0% vehicle, 100% cell-free pure enzyme wells | 340,000 tested, 0.073% active;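 active = activation above the mean of all tested compounds plus 3 SD, set per screening campaign, cut at about 17% in these data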
# PHOSPHO1 block = PubChem AID 1565; Phosphoethanolamine/phosphocholine phosphatase (Homo sapiens), Q8TCT1; recombinant PHOSPHO1, absorbance phosphatase assay; inhibition, % at 13.3 µM; 290,000 tested, 1.1% active; in the data active = inhibition above about 60%
# Target sequence (Q8TCT1 whole entry, looked up): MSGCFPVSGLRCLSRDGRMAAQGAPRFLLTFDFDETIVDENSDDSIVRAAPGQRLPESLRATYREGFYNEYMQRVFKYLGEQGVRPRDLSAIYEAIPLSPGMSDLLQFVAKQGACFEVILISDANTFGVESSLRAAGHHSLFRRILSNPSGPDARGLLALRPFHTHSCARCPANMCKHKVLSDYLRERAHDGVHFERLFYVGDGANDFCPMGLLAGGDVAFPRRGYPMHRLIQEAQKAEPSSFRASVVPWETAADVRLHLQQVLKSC
# pCIP destab = p/CIP-EGFP fusion destabilizers, primary screen, fluorescence, F442A cells. decrease of EGFP signal, % at 10 µM. 290,000 tested, 0.01% active. 16 h. Q05BA5;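 active = EGFP signal decrease of at least 30% at 10 µM or well 3 SD below plate mean, unless failing retest; inactive = the rest, including hits failing retest or dose response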; also: some compounds called inactive have numbers as strong as hits; many of its hits are not listed in these tables
# Active calls of the source: *; nt = not tested or not shown.
SMILES,IMP-1 inhibitor,VIM-2 inhibitor,NALP1 inh,PfM18AAP inh,GPR7 antag,IDE inh,IDE act,PHOSPHO1 block,pCIP destab
O=C1CCCc2[nH]c3cccc(/C(=C/c4ccccc4)c4ccccc4)c3c21,-1.9,0.8,7.1,-3.4,-7.1,2.2,1.7,-7.3,-6.0
O=C(CSc1nnc(COc2ccc(Cl)cc2)o1)N1CCOCC1,-2.2,1.5,-20.8,-12.0,-7.7,1.2,-1.7,28.5,7.8
CC(=O)NCC1CCCN(Cc2cn(-c3ccccc3)nc2-c2ccc3c(c2)OCO3)C1 (centres undefined),-3.0,-1.4,11.8,2.9,1.0,7.2,1.4,39.5,-1.8
Cc1c(-c2csc(N)n2)cnn1C,-1.5,0.5,-15.5,-13.5,-0.2,-1.9,0.3,-76.8,-7.0
O=C(NO)c1ccc(OC(F)F)cc1,-0.7,-4.6,5.3,9.8,-0.6,4.5,-4.9,43.3,-7.1
COc1cc(OC)c(C2N(c3cc(C)on3)C(=O)C3CCCN32)cc1OC (centres undefined),-2.4,-1.4,14.4,-2.2,-5.5,5.4,0.4,17.7,-0.7
NNC(=O)c1ccc(COCC(F)(F)F)cc1,-3.0,-1.5,30.7,-13.0,-10.8,-0.2,6.6,18.9,-12.9
Cc1c(-c2ccc(/C=N/NC(=O)C(=O)Nc3ccccc3F)o2)cccc1[N+](=O)[O-],-3.3,-1.4,nt,6.9,-18.5,-0.6,nt,8.1,-6.3
O=C(c1ccco1)N(Cc1ccccc1)Cc1ccccn1,0.0,-5.6,0.7,2.3,-5.1,-1.9,-2.2,45.4,4.9
C=CCNC(=O)CN(CCc1ccccc1)S(=O)(=O)c1ccccc1,-2.2,1.3,3.5,-2.2,-1.1,0.2,2.9,nt,-2.6
Cc1c(C(=O)NCC2CCCO2)oc2ccc(S(=O)(=O)N3CC(C)CC(C)C3)cc12 (centres undefined),3.0,-2.8,-0.6,1.6,12.3,4.2,10.0,6.4,-7.8
CCOC(=O)c1cc(CC)sc1NC(=O)COc1ccc2c(C)cc(=O)oc2c1,-1.2,-3.8,28.4,-9.5,-7.5,2.2,5.5,-9.4,-5.6
O=C(Nc1ccc2c(c1)OCO2)C1CCN(C(=O)c2ccc(Cl)cc2)CC1,-2.8,-2.2,10.3,2.1,-11.8,-1.2,-2.7,38.7,-2.7
Cc1ccc(S(=O)(=O)N(C)C)cc1-n1c(SCC(=O)N(C)C)nc2ccccc2c1=O,-3.9,-3.0,16.9,-5.1,-4.8,0.1,2.1,-5.9,-19.1
CCSc1nnc(NC(=O)C2CCN(S(=O)(=O)c3c(C)c(C)cc(C)c3C)CC2)s1,-3.7,-1.7,20.7,-0.3,-9.6,0.9,nt,-1.5,-5.1
O=C(Cn1ncc2c1-c1ccccc1OC2)N1CCc2ccccc21,-1.8,-4.3,18.9,2.8,-1.1,7.8,-0.7,7.7,-3.3
CCOc1ccc(NC(=O)CN2C(=O)c3ccccc3C2=O)cc1,-0.9,-2.2,5.9,-0.3,-17.4,2.3,2.4,30.2,-1.7
O=C(ONC1=NCCCCC1)c1ccc([N+](=O)[O-])cc1,-1.8,-1.1,-22.6,-6.6,5.1,4.3,4.9,10.8,1.0
CC(Sc1nc(-c2ccccc2)cc(C(F)(F)F)n1)C(=O)N1CCC(C(N)=O)CC1 (centres undefined),-3.1,-1.5,14.5,-6.7,-6.8,0.0,5.4,12.7,-17.4
O=C(CNC(=O)c1cccc(Br)c1)N/N=C/c1cccs1,-1.1,-3.8,1.8,-5.5,-9.0,2.3,2.3,-21.3,-6.5

# 3 entries from above, with values under each structure:
# The line under a structure holds: IMP-1 inhibitor, VIM-2 inhibitor, NALP1 inh, PfM18AAP inh, GPR7 antag, IDE inh, IDE act, PHOSPHO1 block, pCIP destab
Cc1c(-c2ccc(/C=N/NC(=O)C(=O)Nc3ccccc3F)o2)cccc1[N+](=O)[O-]
  -3.3, -1.4, nt, 6.9, -18.5, -0.6, nt, 8.1, -6.3
O=C(c1ccco1)N(Cc1ccccc1)Cc1ccccn1
  0.0, -5.6, 0.7, 2.3, -5.1, -1.9, -2.2, 45.4, 4.9
O=C(CNC(=O)c1cccc(Br)c1)N/N=C/c1cccs1
  -1.1, -3.8, 1.8, -5.5, -9.0, 2.3, 2.3, -21.3, -6.5

# (further entries)
SMILES,IMP-1 inhibitor,VIM-2 inhibitor,NALP1 inh,PfM18AAP inh,GPR7 antag,IDE inh,IDE act,PHOSPHO1 block,pCIP destab
COc1ccc(CNC(=O)C[C@H]2C(=O)N(CCc3ccccc3)C[C@@H]2Cc2ccccc2)cc1,-4.3,-1.2,0.6,4.5,1.2,-1.6,3.2,-7.3,-13.7
CCOC(=O)C1=C(O)C(=O)N(C2CCCCC2)C1,-2.7,-5.1,-0.1,9.0,-7.1,8.1,2.8,16.0,-6.8
CC(=O)Nc1ccc(S(=O)(=O)Nc2nc3ccccc3nc2N2CCc3ccccc3C2)cc1,-3.7,-2.4,7.7,3.6,-8.9,0.2,2.8,1.7,1.8
O=C(Nc1ccc(Cl)c([N+](=O)[O-])c1)C(NCCCO)c1ccccc1 (centres undefined),-3.3,-0.7,39.3,6.7,-0.2,0.6,1.2,-11.7,-15.1
CCOC(=O)c1c(C)[nH]c(NC(=O)Nc2ccc(NC(C)=O)cc2)c1C,-1.4,-0.7,12.3,-0.8,-11.6,nt,0.5,15.0,1.0
C=CCOc1ccc(/C(O)=C2\C(=O)C(=O)N(CCCOC)C2c2ccc(O)c(OC)c2)cc1 (centres undefined),1.1,-1.3,1.9,19.3,-1.3,-1.2,-3.6,30.6,-0.4
N#CCCn1nnc(-c2ccccc2F)n1,-3.8,-4.0,-6.8,3.1,-15.2,-2.3,-2.5,-2.0,5.1
CCOC(=O)N1CCN(C(=O)c2nn(-c3ccc(C)cc3)c(=O)c3c2c2ccccc2n3C)CC1,-0.5,0.0,3.5,-3.0,2.0,1.2,3.4,-31.3,0.3
Cc1ccccc1CN1CCN(C(=O)c2cccc3ccccc23)CC1,-1.1,-2.2,20.5,1.6,14.7,-1.3,1.5,41.1,-5.3
CC1CC(NC(=O)c2cnc3n(c2=O)CCS3)CC(C)(C)C1 (centres undefined),nt,nt,8.3,nt,nt,-0.7,-1.2,22.1,-6.2
CC(NC(=O)Cc1ccc(F)cc1)c1ccc(F)cc1 (centres undefined),-2.8,-1.6,16.2,-0.2,3.9,-1.2,-0.1,-3.9,1.3
CCCS(=O)(=O)N1CCCC(C(=O)NCCN2CCCCC2C)C1 (centres undefined),-2.0,-3.1,4.8,2.6,-15.5,4.5,3.8,-5.2,-20.6
COc1ccccc1N1C(=NC(=O)COc2ccccc2)SC2CS(=O)(=O)CC21 (centres undefined),-1.0,-2.4,11.4,-0.6,-5.1,1.2,-0.1,38.5,-1.2
Cc1cccc(N2CCN(S(=O)(=O)c3ccc4c(c3)CCCN4C(=O)C3CCC3)CC2C)c1 (centres undefined),-2.0,-6.7,14.8,-0.3,17.2,1.3,5.8,-15.9,-2.8
NC(=O)[C@H]1CC2(CC(c3cccc(NC(=O)COc4ccc(Cl)cc4)c3)=NO2)CN1C(=O)c1ccc(Cl)cc1 (some centres undefined),nt,nt,nt,nt,nt,4.0,7.5,8.9,0.1
Cc1ccc(NC(=O)CN2CCN(Cc3ccccc3)CC2)cc1,-3.4,-2.1,20.7,2.5,-4.3,3.2,6.8,42.6,11.5
CCOC(=O)CC(=O)CSC1=C(C#N)C(c2ccccc2OC)CC(=O)N1 (centres undefined),-1.6,-2.8,5.2,12.0,-9.5,5.8,1.4,-11.8,-9.2
CCn1c(C)nc2cc(C(=O)N3N=C(CCOC)CC3(O)C(F)(F)F)ccc21 (centres undefined),-3.6,-4.4,nt,4.7,-6.4,4.0,-0.1,28.5,-22.3
COc1ccc(OCCSc2n[nH]c(N)n2)cc1,1.7,-3.8,-16.7,-2.4,-6.8,4.0,0.2,21.5,-6.6
NS(=O)(=O)c1cccnc1Nc1cccc(C(F)(F)F)c1,-2.9,2.6,nt,4.3,7.7,1.1,3.2,8.2,-6.6
Fc1cccc(Nc2c3c(nc4ccccc24)CCC3)c1,-2.0,4.4,20.1,12.3,-3.3,-3.0,3.0,28.4,-15.9
O=C(NC(=S)N1CCCCC1)C12CC3CC(CC(C3)C1)C2,-2.6,-2.0,9.0,-3.2,6.2,0.5,-2.9,83.7*,-3.3
CCN(C(=O)COC(=O)c1cccnc1Nc1cccc(C(F)(F)F)c1)C1CCS(=O)(=O)C1 (centres undefined),-3.2,-2.8,68.6,4.7,1.4,9.3,5.6,-2.5,-13.0
CC(C)Oc1ccc(C(=O)NCc2cccnc2)cc1,-0.2,-1.1,-16.8,-4.8,-9.8,-4.6,0.5,-13.4,-8.4
O=C(CN1CCCC1)Nc1ccc([N+](=O)[O-])cc1,-2.1,-2.2,11.7,4.8,-6.9,0.7,4.5,12.7,-10.5
CCOC(=O)c1sc(NC(=O)c2cc(-c3ccccc3)nc3ccccc23)c(C#N)c1C,0.1,2.2,3.9,10.2,1.4,1.8,-3.8,-38.1,1.5
COC(=O)c1c(C)oc2ccc(N(C(=O)c3ccncc3)S(=O)(=O)c3ccc(C)cc3)cc12,-3.6,-3.5,10.2,-10.6,6.9,-2.0,-3.2,7.8,-17.8
FC(F)(F)c1cnc(Oc2cccc3ccccc23)c(Cl)c1,-1.5,-4.3,34.5,-0.4,1.8,-5.5,0.4,-6.9,-3.7
CCOc1ncccc1C(=O)OCC(=O)Nc1ccc(C)c(S(=O)(=O)N(C)C)c1,0.7,1.1,18.0,0.2,-12.7,-2.5,1.2,8.8,-3.0
C=CCc1ccccc1OCC(O)CN1CCN(CCN2C(=O)c3cccc4cccc(c34)C2=O)CC1 (centres undefined),-2.2,1.8,36.7,-6.9,-8.9,-14.6,5.8,-9.3,-12.3
CC1(C)CC(=O)c2sc(NS(=O)(=O)c3cc(Cl)ccc3Cl)nc2C1,-2.4,-2.5,1.5,0.2,-10.3,-2.7,2.6,34.8,-2.3
O=C(OCC(=O)C12CC3CC(CC(C3)C1)C2)c1cccnc1,-0.6,1.5,-2.9,-1.1,4.8,3.4,5.0,37.3,0.5
Cc1ccc(Cn2ccc(NC(=O)c3noc4c3CCCCC4)n2)cc1,0.5,-0.3,11.4,-6.7,-2.4,0.2,7.1,20.3,-8.1
COc1cc(C2/C(=C(\O)c3ccc4c(c3)CC(C)O4)C(=O)C(=O)N2CCN2CCOCC2)cc(OC)c1OC (centres undefined),-2.2,0.7,4.4,4.9,-17.1,-1.4,7.9,26.5,-16.9
COc1ccc(C(=O)Nc2ccc(N3CCN(C(=O)C(C)C)CC3)cc2)cc1[N+](=O)[O-],-3.2,-3.5,-9.8,-3.6,-5.4,-0.9,10.3,-1.1,-20.1
O=C(CCn1cccn1)Nc1ccc2c(c1)OCO2,-4.2,-1.6,12.3,1.5,-13.7,-2.6,0.8,19.1,-1.1

# From PubChem BioAssay
